# S1P3 antagonist: antagonists of human S1P3 receptor. Q99500. CHO S1P3 NFAT-BLA reporter, FRET fluorescence, antagonist mode. inhibition, % at 4.98 µM. 170,000 compounds, 0.27% hits;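 active means inhibition above the plate cutoff, the mean inhibition of test wells on that plate plus 3 SD, cut at about 28% in these data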;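 further: cells challenged with S1P at its EC80 of 0.8 µM; blue over green emission ratio from cleaved BLA substrate after 4 h stimulation; 0% = S1P-stimulated wells and 100% = unstimulated DMSO-only wells; some compounds past the cut are filed as inactive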
# Target sequence (Q99500 whole entry, looked up): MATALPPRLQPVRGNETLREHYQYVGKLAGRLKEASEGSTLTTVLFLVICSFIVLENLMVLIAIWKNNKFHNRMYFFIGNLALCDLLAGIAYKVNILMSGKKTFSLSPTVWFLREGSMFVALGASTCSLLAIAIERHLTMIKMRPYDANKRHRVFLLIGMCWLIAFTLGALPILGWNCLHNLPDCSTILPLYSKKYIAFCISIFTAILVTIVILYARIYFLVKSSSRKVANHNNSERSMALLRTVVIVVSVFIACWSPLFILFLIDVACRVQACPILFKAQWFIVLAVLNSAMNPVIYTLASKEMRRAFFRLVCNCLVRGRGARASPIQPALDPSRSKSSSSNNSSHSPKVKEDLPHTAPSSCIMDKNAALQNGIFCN
# ROMK primary: modulates human ROMK potassium channel activity. P48048. Tet-inducible ROMK, thallium flux fluorescence; actives lie on both sides. B-score at 10 µM. 130,000 compounds, 2% hits. AID 1918;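 active means signal ratio slope over the read window, or its plate-corrected B-score, at least 3 SD from the plate mean, either direction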;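 further: B-score of the F/F0 ratio slope over 7 to 12 s after thallium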
# Target sequence (P48048 whole entry, looked up): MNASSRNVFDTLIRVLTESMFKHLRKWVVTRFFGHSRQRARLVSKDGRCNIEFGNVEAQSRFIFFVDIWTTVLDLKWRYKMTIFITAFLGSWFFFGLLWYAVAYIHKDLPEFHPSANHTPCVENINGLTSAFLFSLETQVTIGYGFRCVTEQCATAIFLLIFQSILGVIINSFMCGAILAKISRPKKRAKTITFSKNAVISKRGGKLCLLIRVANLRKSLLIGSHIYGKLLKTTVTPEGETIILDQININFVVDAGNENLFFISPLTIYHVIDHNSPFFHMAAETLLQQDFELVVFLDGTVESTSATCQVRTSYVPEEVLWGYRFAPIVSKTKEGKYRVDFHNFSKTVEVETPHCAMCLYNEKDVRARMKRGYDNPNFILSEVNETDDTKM
# Numbers without * were called inactive.
molecule | S1P3 antagonist | ROMK primary
O=C(NCCc1ccccc1)C(=O)NCC1OCCN1S(=O)(=O)c1ccc(Cl)cc1 (stereo not drawn) | -12 | -1.8
CC1CC(C)CN(c2nc(N(C)c3ccccc3)nc(N)c2[N+](=O)[O-])C1 (stereo not drawn) | -10 | -0.21
COc1cc([N+](=O)[O-])cc(/C=N/NC(=O)Cn2nccc2C)c1O | -9 | -0.21
COc1ccc(CC(=O)NCC(=O)N/N=C/c2cc(Br)ccc2OC)cc1 | 7 | -0.91
CCCCC1C2C(=O)N(c3ccc(C)cc3)C(=O)C2ON1c1ccccc1 (stereo not drawn) | -1 | 0.25
CCCc1cc(NCc2ccccn2)n2nc(C)c(-c3ccccc3)c2n1 | -4 | -0.94
Fc1ccccc1-c1n[nH]c(=S)n1/N=C/c1c[nH]c2ccccc12 | 0 | -1.2
Cc1c(Cc2ccccc2)c(=O)oc2cc(O)ccc12 | -8 | 0.042
CCn1c(O)c(/C=C2\C=NN=C2c2ccccc2)sc1=S | -11 | 0.49
CN(C)c1ccc(NC(=O)Nc2csc3ccccc23)cc1 | 1 | -0.71
O=C(N/N=C/C=C/c1ccccc1)c1cc(C2CC2)[nH]n1 | 4 | 0.24
CCCCNc1nc2ccccc2n1CC(=O)Nc1ccc2c(c1)OCCO2 | 7 | -0.54
Cc1ccc(/C=N/NC(=O)CN2CCN(Cc3ccccc3)CC2)s1 | -19 | 0.36
N#C/C(=N\Nc1ccc(Cl)cc1)C(N)=S | 11 | 0.28
Cc1csc2c(=O)n(CCO)c(=O)[nH]c12 | 9 | -0.53
Cc1nc2c(c(=O)c3ccccc3n2C)c(=O)n1-c1ccccc1 | -8 | 0.32
COCCCNC(=O)C1CCN(c2ccc(N3CCOCC3)nn2)CC1 | 4 | 0.6
COc1ccc(N(CC(=O)NCc2ccncc2)S(=O)(=O)c2ccc(C)c([N+](=O)[O-])c2)cc1 | -7 | -0.0099
O=C(Cn1nc2ccccc2n1)N/N=C/c1ccc(F)cc1 | 5 | 0.76
Cc1c(-c2ccccc2)nc(N)c(C#N)c1-c1cccnc1 | -4 | -0.44
Cc1csc2ncc(C(=O)NCCC(c3ccccc3)c3ccccc3)c(=O)n12 | 6 | 0.0073
Cc1cc(C(=O)N/N=C/C=C/c2ccccc2)n[nH]1 | 0 | 0.086
C=CCn1ccc(=NC=C(C#N)C#N)c2ccccc21 | 5 | -0.27
CC(C)Cc1ccc(S(=O)(=O)Nc2ccccn2)cc1 | -18 | -0.4
CCOC(=O)c1ccc(NC(=O)C2CCC(CNc3c(N4CCOCC4)c(=O)c3=O)CC2)cc1 (stereo not drawn) | 7 | -0.035
Cc1cc(=O)c2cc(Br)ccc2n1CC(=O)NCc1ccccc1 | -1 | -0.74
Cc1nc(-c2ccc3c(c2)CCC(=O)N3)cs1 | -12 | 0.44
COc1ccc(CCN2C(=NC(=O)C(C)C)SC3CS(=O)(=O)CC32)cc1OC (stereo not drawn) | -1 | 0.56
CCOC(=O)c1sc(NC(=O)CSC(=S)N2CCOCC2)nc1C | 1 | -2.1
CN(C)CCC(O)c1ccccc1 (stereo not drawn) | 1 | 0.19
COc1cc(C2C(C#N)=C(N)Oc3n[nH]c(-c4cccnc4)c32)ccc1OCC(N)=O (stereo not drawn) | -10 | 1
O=C(CSc1nnnn1-c1ccc(O)cc1)c1cc2ccccc2o1 | 8 | -0.23
c1ccc2sc(SCSc3nc4ccccc4s3)nc2c1 | -16 | -0.072
O=C1CC2(CCCC2)C(=O)N1c1ccc(S(=O)(=O)NCC2CC2)cc1Cl | -6 | -0.25
COc1ccc(NC(=O)O/N=C/c2ccccc2Cl)cc1 | 2 | 0.97
Cc1cccc(/C=N/NC(=O)Cn2nnnc2N)n1 | -3 | -0.52
CSc1nc(SCC(=O)O)c2sc3nc(-c4ccccc4)c4c(c3c2n1)CCC4 | -1 | 1
CCCCCCCc1c(C#N)c(N)[nH]c(=S)c1C#N | -21 | 0.71
COC1CC(C)NC(=S)N1 (stereo not drawn) | 4 | 0.5
Cc1cc(C(=O)N/N=C/c2c(C)nn(-c3ccccc3)c2Cl)n[nH]1 | 10 | -1.5
O=C(N/N=C\c1cc(Br)cs1)c1ccncc1 | -5 | 1.1
O=C(NN1CC(=O)N(c2cc(Cl)cc(Cl)c2)CC1=O)c1cccs1 | -9 | -0.14
CC(=O)/C(C#N)=C1\NC(=O)C(Cc2ccc(C)c(Cl)c2)S1 (stereo not drawn) | 13 | 1.1
CCOc1ccc(Nc2ccnc3cc(Cl)ccc23)cc1 | 12 | 1.1
C=C(C)C(=O)Nc1cccnc1Oc1ccc(F)cc1 | -8 | -1.7
O=C(CN1CCN(c2ccc(C(F)(F)F)cn2)CC1)Nc1ccc2c(c1)OCO2 | 6 | -0.48
Cc1nccn1-c1c([N+](=O)[O-])c(=O)n(C)c2ccccc12 | 7 | 0
COc1ccccc1-n1cc(-c2ccc([N+](=O)[O-])cc2)[nH]c1=S | 4 | -0.28
Cc1nccc(-c2cccc(NC(=O)c3ccccc3Cl)c2)n1 | -2 | 0.88
O=C(NCc1ccccc1)c1csc(-c2cccnc2)n1 | 11 | 0.57
COc1cc(OC)cc(N2C(=O)CSCC2=O)c1 | -1 | -0.67
Cc1ccc(NC(=O)C(=O)C2C(=O)Nc3ccccc32)cc1 (stereo not drawn) | -20 | -0.31
CCOC(=O)C1CCN(C(=O)Nc2ccc(C)c(Cl)c2)CC1 | 11 | -1.1
CC(C)C1CC(CCNCc2ccc3c(c2)OCO3)(c2ccccc2)CCO1 (stereo not drawn) | 5 | -2.9*
O=C(O)c1cccc(Cn2c(Cl)c(/C=N/NC(=O)c3ccccc3O)sc2=O)c1 | -2 | -0.58
NC(=O)C1(C(N)=O)OC1c1ccc(Cl)cc1Cl (stereo not drawn) | -9 | 0.22

# The last 2 entries of the part before lead into the next:
molecule | S1P3 antagonist | ROMK primary
O=C(O)c1cccc(Cn2c(Cl)c(/C=N/NC(=O)c3ccccc3O)sc2=O)c1 | -2 | -0.58
NC(=O)C1(C(N)=O)OC1c1ccc(Cl)cc1Cl (stereo not drawn) | -9 | 0.22
O=C(CNc1n[nH]c(=O)[nH]c1=O)N/N=C/C=C/c1ccccc1 | 4 | 0.7
O=C(O)CC(CC(=O)Nc1ccc(-n2ccc(C(F)(F)F)n2)cc1)c1ccccc1 (stereo not drawn) | 3 | 2.2
CC1(C)CC(=O)C2=C(C1)OC(/N=C/N1CCCC1)=C(C#N)C2c1ccccc1 (stereo not drawn) | 8 | 0.23
O=C(O)c1ccc(S(=O)(=O)N(Cc2cccs2)CC2CCCO2)cc1 (stereo not drawn) | -18 | 0.61
CCOC(=O)c1c(N=CN(C)C)c2cc([N+](=O)[O-])cnc2n1C | -3 | -0.32
Cc1cc(/C=C2\SC(=S)NC2=O)c(C)n1-c1ccc(O)cc1 | 8 | -4.4*
COc1ccc(C(=O)NC(=S)SCC(=O)O)cc1 | 2 | 0.0068
N/C(=N\N=C\c1cccc([N+](=O)[O-])c1)c1nonc1N | 15 | -2.3
Cn1cc(S(=O)(=O)NCCc2ccccc2)c(=O)n(C)c1=O | 15 | -0.07
O=C1CC(N2CCN(Cc3ccc(Cl)cc3)CC2)C(=O)N1CCc1ccccc1 (stereo not drawn) | 9 | 0.23
O=C(Nc1ccccc1)N1CCCN(c2ccc(C(F)(F)F)cn2)CC1 | 4 | -1.9
CC(C)=C(NC(=O)c1ccccc1Br)C(=O)NCCc1nc2ccccc2[nH]1 | 3 | 0.18
CCCc1cc(=O)c2ccc(OC/C(C)=N/O)cc2o1 | -4 | -1.3
COc1cccc(C(=O)N2N=C(c3ccccn3)CC2(O)C(F)(F)F)c1 (stereo not drawn) | -4 | 0.11
C/C(=N/NC(=O)CNC(=O)C(c1ccccc1)c1ccccc1)c1ccco1 | -14 | -0.76
COc1cc(/C=N/Nc2nc3ccccc3s2)cc([N+](=O)[O-])c1O | -18 | 0.13
O=C(CP(=O)(c1ccccc1)c1ccccc1)Nc1nc2ccc(Cl)cc2s1 | 6 | 0.077
CCOC(=O)c1csc(COc2ccccc2Cl)n1 | -7 | 0.54
COC(=O)c1csc2c(C(F)(F)F)cc(N3CCN(C(=O)Nc4ccccc4)CC3)nc12 | 1 | -0.089
Cc1cccc(/C=N/NC(=O)NC23CC4CC(CC(C4)C2)C3)n1 | -6 | -0.59
CC(C)N(CCn1cnc2c([nH]c3ccccc32)c1=O)C(C)C | 5 | -0.082
Cc1ccc(Oc2ncccc2NC(=O)CC(CC(=O)O)c2ccccc2)c2c1CCC2 (stereo not drawn) | 1 | 1.4
COc1ccc(Nc2cc(C)c3c(O)cccc3n2)cc1 | 13 | -0.87
CCCCCCC1CC(=O)NC(=O)N1 (stereo not drawn) | -25 | 1.3
CCCCNC(=O)c1cn(CC)c2cc(N3CCN(C)CC3)c(F)cc2c1=O | -11 | -0.0057
C/C(=N/NS(=O)(=O)c1ccc(C)cc1)[C@H]1C[C@@H]1c1ccccc1 | 23 | 0.28
CC(C)NC(=O)NNC(=O)c1cc(COc2cc(Cl)cc(Cl)c2)on1 | 4 | 1
Cc1ccc(-c2nn(-c3ccccc3)cc2/C=N/n2c(-c3ccncc3)n[nH]c2=S)cc1 | -12 | -0.21
Cc1ccc(C)n1-c1ccc(N2CCOCC2)c([N+](=O)[O-])c1 | 23 | 0.64
Cc1cc(C(F)(F)F)cc(NNC(=O)NC(=O)c2ccc(Cl)cc2)n1 | -7 | -0.032
Cc1ccc2nc(-c3ccc(NC(=O)CN4CCN(c5ccccn5)CC4)cc3)sc2c1 | 4 | 0.11
COc1ccc2cc(S(=O)(=O)c3ccccc3)c(=O)oc2c1 | 10 | -0.41
C/C(=N\Nc1ccc2nncn2n1)c1ccc(Br)s1 | 2 | 0.028
O=C(NCc1ccco1)NC(=O)c1csc([N+](=O)[O-])c1 | 3 | -0.14
COc1ccc(NC(=O)COc2ccc3oc(=O)cc(C)c3c2)cc1 | -1 | -1.2
Cc1ccc(CC2CC(=O)N(c3ncccn3)C2=O)cc1 (stereo not drawn) | -5 | 0.22
COc1ccc2[nH]c(C(=O)NCc3ccc4c(c3)OCO4)cc2c1 | 0 | 1.1
COc1ccc(CN2CCOC2=O)cc1OC | 3 | -0.26
CCCOc1ccc(CNC(=O)Cn2ncc3ccccc32)cc1 | 13 | 0.83
Cn1c(SCC(=O)N/N=C/c2cc([N+](=O)[O-])ccc2O)nnc1-c1ccccc1 | -10 | 0.66
O=C(Nc1cccnc1)C1CCC(CNS(=O)(=O)c2cccc3nsnc23)CC1 (stereo not drawn) | 15 | 0.54
CCOC(=O)NC(=O)c1cn(Nc2ccccc2C(F)(F)F)c(=O)[nH]c1=O | -9 | -0.017
COC(=O)CSc1ccnc2cc(Cl)ccc12 | 5 | 0.00068
CC(NCCC1(Cc2ccccc2Cl)CCOC(C)(C)C1)c1cccs1 (stereo not drawn) | 11 | -2.4
CC1(C)Cc2nc3oc4c(=O)n(CC(=O)Nc5ccc(Cl)cc5)cnc4c3cc2CO1 | 8 | -0.12
CN(C)c1nc(-c2ccccc2)ns1 | -2 | 0.75
CNC(=S)NNC(=O)c1sc(-c2cc(C)on2)nc1C | -23 | 0.73
COc1ccc(C(=O)COc2ccccc2C#N)cc1 | 3 | 0.019
CC(C)Cn1c2c(c(O)c(C(=O)Nc3nc4ccccc4s3)c1=O)CCCC2 | -6 | 0.28
COC(=O)c1c(C)oc(C)c1S(=O)(=O)NCc1ccc(Cl)cc1 | 3 | -0.88
CN(C)C(=O)Nc1ccccc1 | -1 | 0.9
COc1cc(/C=N/n2cnnc2-n2nc(C)cc2C)cc([N+](=O)[O-])c1O | -11 | 0.2
CCc1ccc(NC(=O)N[C@H](C(=O)O)C(C)CC)cc1 (stereo partly drawn) | -8 | 0.91
Cc1nn(-c2ccccc2)c(N)c1C1(O)C(=O)Nc2ccc([N+](=O)[O-])cc21 (stereo not drawn) | -15 | 0.84
CCOc1c(Nc2cccc(Cl)c2)c(=O)c1=O | 6 | -2.1
CCOC(=O)C1CCCN(Cc2nc(CC3CC3)no2)C1 (stereo not drawn) | -3 | 0.092

# The list goes on.
molecule | S1P3 antagonist | ROMK primary
COc1ccc(C2c3ccc(O)cc3Oc3ncn(CCN4CCOCC4)c(=N)c32)cc1OC (stereo not drawn) | -5 | -0.63
CNc1ccccc1NC(=O)CCn1c(=S)oc2ccccc21 | 1 | -2.7
O=C(/C=C/c1cccs1)Nc1ccc(S(=O)(=O)Nc2ncccn2)cc1 | -21 | -0.28
Cc1ccc(/C=N/n2c(-c3ccc(Cl)cc3)n[nH]c2=S)o1 | 16 | 0.67
NNC(=O)c1csc(Cc2c(Cl)sc3ccc(Cl)cc23)n1 | 17 | -2
CCOc1ccc(Nc2nc(N)nc(CCl)n2)cc1 | -6 | 0.15
CC(C)(C)c1nnc(NC(=O)Nc2ccc(Cl)cc2)s1 | 0 | 0.05
COC(=NC(C)C)NC(C)C | -1 | 0.058

# Arranged by value in ROMK primary (falling): some entries from above.
molecule | S1P3 antagonist | ROMK primary
Cc1ccc(/C=N/n2c(-c3ccc(Cl)cc3)n[nH]c2=S)o1 | 16 | 0.67
CCOc1ccc(Nc2nc(N)nc(CCl)n2)cc1 | -6 | 0.15
COC(=NC(C)C)NC(C)C | -1 | 0.058
COc1ccc(C2c3ccc(O)cc3Oc3ncn(CCN4CCOCC4)c(=N)c32)cc1OC (stereo not drawn) | -5 | -0.63

# Next part.
molecule | S1P3 antagonist | ROMK primary
O=C(CSc1ncnc2nc[nH]c12)Nc1ccc(Br)cc1Cl | -6 | -0.031
COc1ccc2c3c([nH]c2c1)C1CC2C(CC(O)C(OC)C2CO)CN1CC3 (stereo not drawn) | 0 | -1.3
CCOC(=O)C1CCN(C(=O)c2cc(C)n(C(C)(C)C)n2)CC1 | -10 | 0.46
CCCCOC(=O)c1ccc(N=Nc2c(C)c(C#N)c(O)[nH]c2=O)cc1 | 15 | -1.7

# Screening results from PubChem BioAssay.

# A portion of the library (hit frequency here may not be typical).
